Screens: PubChem BioAssay, National Center for Advancing Translational Sciences (NCATS)
HCMV inh = human cytomegalovirus inhibition | HFF cells, HCMV-luciferase reporter, 72 h; stronger effect = lower value | activity change, negative = inhibition, % at 57.5 µM | 4.5% of 410,000 active | AID 1259415; in the data active means activity change below about -60%; inconclusive means no clear call, values can overlap the other calls; inactive means above about -39%
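HFF cells seeded 16 h at 37C, treated with compounds, infected with luciferase-reporter HCMV at MOI 1 PFU/cell; luciferase read at 72 h post infection, normalized to buffer-only and Salinomycin controls.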
Giardia FBPA inh = inhibitors of Giardia lamblia fructose-1,6-bisphosphate aldolase; A8B2U2; purified Giardia FBPA; Potency, µM (top dose mostly 59.6 µM), for the others: at the highest dose activity, negative = inhibition, usual class: inhibitors; 0.71% of 290,000 active; further: potency means the concentration at half of the fitted maximal effect; nearly all actives have a fitted effect of over 55% in size
Target sequence (A8B2U2 whole entry, looked up): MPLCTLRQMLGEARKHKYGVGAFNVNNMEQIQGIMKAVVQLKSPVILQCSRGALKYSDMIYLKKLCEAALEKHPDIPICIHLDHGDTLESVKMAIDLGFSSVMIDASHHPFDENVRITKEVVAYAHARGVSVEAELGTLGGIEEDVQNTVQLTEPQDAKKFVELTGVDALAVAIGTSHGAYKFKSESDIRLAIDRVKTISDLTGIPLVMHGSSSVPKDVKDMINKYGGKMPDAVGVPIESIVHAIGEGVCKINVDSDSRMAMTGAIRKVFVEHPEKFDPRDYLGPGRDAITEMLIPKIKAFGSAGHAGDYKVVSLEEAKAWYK
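Giardia FBPA (40 nM reagent) was preincubated 10 min at RT with compound (up to 57.5 uM final), then substrate plus GAPDH/TPI/NAD/arsenate coupling system with diaphorase/resazurin was added; resorufin fluorescence (525/598 nm) was read after 20 min.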
AmpC detergent = inhibitors of E. coli AmpC beta-lactamase with detergent | P00811 | AmpC hydrolysis of nitrocefin, absorbance 480 nm, 0.01% Triton | Potency, µM (highest dose often 114 µM), for the others: at the top dose activity change, negative = inhibition, actives largely listed as inhibitors | 0.041% of 370,000 active;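 further: potency means the concentration at half of the fitted maximal effect; 0% = no-compound wells and -100% = no-enzyme wells; nearly all actives have a fitted effect of over 25% in size; some results filed as inactive show a strong effect at the top dose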
Target sequence (P00811 whole entry, looked up): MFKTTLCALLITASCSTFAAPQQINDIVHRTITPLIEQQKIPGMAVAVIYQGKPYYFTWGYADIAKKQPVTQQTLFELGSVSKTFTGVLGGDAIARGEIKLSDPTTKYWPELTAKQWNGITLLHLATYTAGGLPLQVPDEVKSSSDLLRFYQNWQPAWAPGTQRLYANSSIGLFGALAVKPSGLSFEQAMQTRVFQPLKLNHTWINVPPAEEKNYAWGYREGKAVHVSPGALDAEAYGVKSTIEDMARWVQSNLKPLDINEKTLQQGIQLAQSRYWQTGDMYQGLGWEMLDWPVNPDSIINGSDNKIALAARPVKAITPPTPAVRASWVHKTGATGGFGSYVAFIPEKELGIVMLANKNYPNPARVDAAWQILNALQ
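AmpC (5.3 nM in the dispensed reagent) in 20 mM phosphate pH 7.0 with 0.01% (detergent screen) or 0.0001% Triton X-100 was preincubated with compounds for 15 min at room temperature. Nitrocefin was then added from an 800 uM solution, and hydrolysis was followed at 480 nm.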
Sm TGR block = S. mansoni TGR enzyme inhibition; Q962Y6; 3% of 360,000 active; Potency, µM (top dose mostly 114 µM), inactives show at the highest dose activity change, negative = inhibition, actives largely listed as inhibitors; purified TGR, DTNB reduction, TNB absorbance 405 nm; further: potency means the concentration at half of the fitted maximal effect; nearly all actives have a fitted effect of over 60% in size
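First, TGR (20 nM dispensed) and NADPH were mixed with compound. Second, a 15 min room-temperature incubation followed. Third, further NADPH and then DTNB were added to start the reaction. Finally, TNB absorbance was monitored kinetically.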
AmpC inh no detg = blocks E. coli AmpC beta-lactamase in detergent-free assay | P00811 | AmpC nitrocefin hydrolysis, absorbance 480 nm, 0.0001% Triton | Potency, µM (series often up to 57.1 µM), for the others: top-dose activity change, negative = inhibition, actives largely listed as inhibitors | 0.52% of 330,000 active | AID 485341;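 further: potency means the concentration at half of the fitted maximal effect; plate controls were no compound for no effect and no enzyme for full effect; nearly all actives have a fitted effect of over 20% in size; some results filed as inactive show a strong effect at the top dose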
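AmpC (5.3 nM in the dispensed reagent) in 20 mM phosphate pH 7.0 with 0.01% (detergent screen) or 0.0001% Triton X-100 was preincubated with compounds for 15 min at room temperature. Nitrocefin was then added from an 800 uM solution, and hydrolysis was followed at 480 nm.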
HCV inhibitor = inhibitors of hepatitis C virus infection. 3.4% of 340,000 active. Huh7.5.1 HCVcc-Cre infection, luciferase reporter, 44 h. Potency, µM (doses to about 41.8 µM), inactives show at the top dose activity change, negative = inhibition, hits mostly inhibitors; further: potency means the concentration at half of the fitted maximal effect
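Infectious HCV cell culture screen: compound-treated cells (1,000/well, pre-plated 4 h) are infected with HCVcc-Cre at roughly 0.5 moi and grown 44 h. Infection is quantified by luciferase signal after 15 min substrate incubation at room temperature.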
* = called active by the depositor; ? = inconclusive; . = no result given; & = joins results of further samples; [ ] = dose if it differs, or a comment. Unless noted, the call rests on the fitted dose curve; in most records, active means well fitted curve in the direction sought with a large enough effect; inconclusive means small, poorly fitted or top-dose-only effect, or another doubt; inactive means no such curve, though single readings can be large; an effect the other way counts as inactive or inconclusive. Unless noted, on the % scale 0 is the no-effect control and ±100 the full control effect.

canonical_smiles	HCMV inh	Sm TGR block	HCV inhibitor	AmpC inh no detg	Giardia FBPA inh	AmpC detergent
CC(C)Oc1ccc(C(CCN)C2CCCCC2)cc1 (centres undefined)	-99*	5%	?	65%[activator]	?	5%
C=CCn1c(=O)c2c(nc3n2CC(C)CN3CCc2ccccc2)n(C)c1=O (centres undefined)	-9	9%	-27%	70%[activator]	-3%	3%
C=CCn1c(SCC(=O)C(C)(C)C)nnc1-c1ccccn1	27	3%	1%	0%	-7%	?
CCOc1ncccc1C(=O)OCC(=O)N1CCc2ccccc21	-14	14%	3%	-5%	0%	2%
CSCCn1c(C(C)(C)C)cc(C(=O)O)c1C	?	2%	-5%	-4%	7%	9%
O=C(CSc1n[nH]c(=O)[nH]c1=O)c1cccc([N+](=O)[O-])c1	?	-22%	7%	-27%	-1%	3%
COc1ccc(C(=O)CCS(=O)(=O)c2ccc(F)cc2)cc1OC	?	0%	.	0%	.	-2%
COCCn1c(SCC(=O)Nc2ccccc2F)nc2c([nH]c3ccccc32)c1=O	37	4%	2%	-18%	.	-14%
COc1ccc(-c2c([C@H]3[C@H]4C=CC[C@@H](C)[C@@H]4C(=O)N3Cc3ccccc3)ccc3ccccc23)cc1OC	-84*	-27%	?	24%	0%	2%
Cc1nc2nc(-c3ccc(Cl)cc3)[nH]n2c(=O)c1C	.	4%	.	-38%	?	2%
COc1ccc(-c2csc(NC(=O)CSCC(=O)Nc3cc(C)on3)n2)cc1	75	3%	?	-17%	.	-1%
Cc1nc2nncn2c(N2CCN(c3ccccc3)CC2)c1C	-74*	23%	.	.	.	21%
O=C(N/N=C/c1ccsc1)C1CC1	-28	-4%	5%	22%	0%	2%
O=c1[nH]c(CN2CCN(S(=O)(=O)/C=C/c3ccccc3)CC2)nc2cc(Cl)ccc12	-37	6%	-15%	3%	-22%	1%
CNc1nc2cccnc2s1	-23	1%	4%	-24%	0%	0%
COc1ccc(N=Cc2sc(O)c3ccccc23)cc1	264	-3%	-2%	?	-5%	-8%
Cc1ccc2nsnc2c1S(=O)(=O)N1CCN(C(=O)C2CCCO2)CC1 (centres undefined)	73	36%	2%	-40%	2%	-11%
Cc1cc(NC(=O)CSc2nnc(C3CC3)n2Cc2ccccc2)no1	2	-24%	-6%	-8%	3%	0%
COc1cccc(-c2ccc(-c3noc(-c4cccs4)n3)c(OC)n2)c1	-9	-8%	-1%	-13%	-5%	-1%
CC(C)c1nnc(NC(=O)c2ccc(N3C(=O)CCC3=O)cc2)s1	1	-1%	-9%	-14%	-3%	?
COCCOC(=O)C1=C(C)NC2=C(C(=O)CC(C)(C)C2)C1c1cc2c(cc1Br)OCO2 (centres undefined)	33	0%	-3%	31%	3%	-11%
Cc1cc(C)nc(SCc2nnc(SCC(=O)Nc3cc(C(F)(F)F)ccc3Cl)o2)n1	5	-4%	1%&6%	39%	3%	-8%
CS(=O)(=O)c1nc(-c2ccccc2)cc(-c2ccccc2)c1C#N	.	0%	28µM*	-15%	7%	5%
O=C(CCC(=O)OCC(=O)c1ccc(Br)cc1)Nc1ccc(Br)c2cccnc12	9	4%	1%	-22%	1%	7%
C#CCNc1cc(C)nc2ncnn12	-12	7%	15%	-8%	1%	-13%

One compound at a time (already shown). Order of screens: HCMV inh | Sm TGR block | HCV inhibitor | AmpC inh no detg | Giardia FBPA inh | AmpC detergent
O=c1[nH]c(CN2CCN(S(=O)(=O)/C=C/c3ccccc3)CC2)nc2cc(Cl)ccc12 as listed: -37 | 6% | -15% | 3% | -22% | 1%
C=CCn1c(=O)c2c(nc3n2CC(C)CN3CCc2ccccc2)n(C)c1=O (centres undefined) as listed: -9 | 9% | -27% | 70%[activator] | -3% | 3%

Some values from the list.
Under Sm TGR block, `C=CCn1c(SCC(=O)C(C)(C)C)nnc1-c1ccccn1` shows 3%
Under HCMV inh, `COCCn1c(SCC(=O)Nc2ccccc2F)nc2c([nH]c3ccccc32)c1=O` shows 37
Under Sm TGR block, `CC(C)c1nnc(NC(=O)c2ccc(N3C(=O)CCC3=O)cc2)s1` shows -1%
Under AmpC inh no detg, `O=C(CSc1n[nH]c(=O)[nH]c1=O)c1cccc([N+](=O)[O-])c1` shows -27%

Other structures.
canonical_smiles	HCMV inh	Sm TGR block	HCV inhibitor	AmpC inh no detg	Giardia FBPA inh	AmpC detergent
COc1ccc(/C(C)=N\NC(=O)CNC(=O)C(c2ccccc2)c2ccccc2)cc1OC	-20	1%	-17%	32%	1%	-6%
O=C(CN(Cc1cccs1)C(=O)c1csnn1)NC1CCCC1	11	-22%	3%	-5%	-2%	-3%
Clc1ccccc1C1CC(c2ccccc2)=Nc2ccccc2N1 (centres undefined)	18	1%	-41%	-32%	0%	-5%
O=C(COc1ncnc2ccccc12)Nc1cc(S(=O)(=O)N2CCOCC2)ccc1Cl	0	1%	-21%	-20%	1%	5%
CC1Cc2ccccc2N1C(=O)CSc1ncccn1 (centres undefined)	5	-2%	12%	-10%	.	-14%
CC(C)(C)c1ccc(C(=O)NCCCNC(=O)c2ccccn2)cc1	38	5%	5%	25%	-3%	-8%
O=C(COC(=O)c1cnccn1)c1ccc2ccccc2c1	8	4%	14%	0%	-1%	?
COc1ccc(CCN2CC(C(=O)N(C)Cc3ccc(C)o3)CCC2=O)cc1 (centres undefined)	14	0%	15%	55%	0%	-9%
NC(=O)c1ccsc1NC(=O)COC(=O)C1=NNC(=O)CC1	19	0%	0%	-39%	.	-5%
CC(O)(CS(=O)(=O)Cc1ccccc1)C(=O)Nc1cccc(C(F)(F)F)c1 (centres undefined)	38	-3%	17%	-3%	4%	2%
CC(C)OC(=O)C1C2c3ccccc3C(c3ccccc32)C1C(=O)O (centres undefined)	-36	-14%	12%	18%	-1%	0%
Cc1ccc(N=Cc2c(C)[nH]n(-c3ccccc3)c2=O)nc1	16	0%	17%	-4%	-7%	-5%
O=C(Cc1ccc2c(c1)OCCO2)Nc1cc(Cl)ccc1N1CCOCC1	-22	-8%	?	-9%	.	?
CCN1CCCC1CNC(=O)c1ccccc1Cl (centres undefined)	-31	-2%	9%	-6%	-13%	-4%
O=C(c1cc(S(=O)(=O)N2CCOCC2)c(Cl)cc1Cl)N1CCN(S(=O)(=O)c2cccc(F)c2)CC1	?	.	2%	145%[activator]	.	.
Cc1cc(C(=O)NC(=S)Nc2cccc(NC(=O)C(C)C)c2)ccc1[N+](=O)[O-]	-23	-16%	-14%	-16%	?	?
C1CCC2S[C@H]3CCCCC3NC2C1 (some centres undefined)	18	10%	5%	3%	-3%	3%
Cc1ccccc1OCCn1cc(C(=O)C2CCCCC2)c2ccccc21	12	4%	.	.	.	17%
COc1ccc(-n2cc(-c3ccc(Cl)cc3)[nH]c2=S)cc1	-16	-2%	-6%	-36%	0%	-3%
COc1ccc(OC)c(/C=N/N=C(\N)c2nonc2N)c1	35	0%	?	-40%	2%	1%
CC(C)c1nnc2c(N(C)S(=O)(=O)c3ccccc3)nc3ccccc3n12	-29	0%	-1%	-17%	22%	-2%
CCC(C)[C@H](N)c1cn([C@@H](Cc2ccc(O)cc2)C(=O)N2CCNCC2)nn1 (some centres undefined)	-4	-7%	-5%	-9%	-7%	-4%
COc1ccc(Nc2nc3c(S(=O)(=O)c4ccc(Br)cc4)nnn3c3ccsc23)c(OC)c1	-17	6%	.	.	.	20%
Cc1cc(C(=O)N/N=C/c2c(C)n(C)c3ccccc23)n[nH]1	?	5%	-14%	-9%	-4%	-5%
Cc1nc(NS(=O)(=O)c2ccccc2)sc1C(C)(C)C	-16	-11%	6%	-2%	-8%	0%
O=C(C1COc2ccccc2O1)N1CCN(c2ccccc2O)CC1 (centres undefined)	0	-6%	-14%	-7%	.	?
CC(/C=N/NC(=O)c1nn(C)c(C)c1Br)=C\c1ccccc1	-18	-3%	8%	-10%	1%	7%
Brc1ccccc1-c1nnc2sc(-c3ccc4c(c3)OCCO4)nn12	6	-10%	?	-20%	0%	-8%
COc1ccccc1-c1ocnc1C(=O)N1CCN(S(=O)(=O)c2ccc(NC(C)=O)cc2)CC1	56	6%	-2%	27%	11%	-10%
O=C(Nc1ccc(F)cc1Cl)n1ncc2cc(Cl)ccc21	-6	-4%	.	.	.	3%
NC(=O)CC(NC(=O)c1cccc(Br)c1)c1ccc(N2CCC(N3CCCC3)CC2)c([N+](=O)[O-])c1 (centres undefined)	0	-12%	?	-3%	0%	4%
CCOC(=O)CSc1nnc(NC(=O)c2ccc3c(c2)OCO3)s1	5	?	17%	-7%	.	1%
Cc1cc(C(=O)NCc2ccc(S(N)(=O)=O)cc2)ccc1[N+](=O)[O-]	?	-9%	1%	-16%	3%	-1%
CCCn1c(SCC(=O)NCC(=O)Nc2ccc(F)c(F)c2F)nc2ccccc2c1=O	-8	-10%	-18%	-42%	.	2%
COC(=O)c1[nH]c2cccc(OC)c2c1NC(=O)CCN1CCN(c2cccc(Cl)c2)CC1	-39	1%	.	165%[activator]	7%	-7%
CCOC(=O)N1CCc2c(sc3c2c(=O)n(-c2ccc(Cl)cc2)c(=O)n3Cc2cccc(OC)c2)C1	-12	-6%	.	.	.	-5%
Cc1ccc2oc(C(=O)N3CCN(Cc4nccn4C)CC3)c(C)c2c1	0	-14%	-4%	39%	.	3%
CC(=O)c1cc(-c2ccc(F)cc2)n(CCC(=O)Nc2cccnc2)c1C	58	-3%	-1%	25%	5%	0%
COC(=O)c1cc(NC2c3ccccc3C(=O)N2c2cccnc2)cc(C(=O)OC)c1 (centres undefined)	15	-13%	-5%	13%	1%	?
CC(C)(C)C1=C(C#N)C(c2ccc3c(c2)OCO3)C(C#N)=C(N)O1 (centres undefined)	35	2µM*	19%	-36%	?	-11%
CCCOP(=O)(c1ccc(N(C)C)cc1)C(O)c1ccc(Cl)cc1Cl (centres undefined)	-9	-1%	9%	109%	-8%	2%
COC(=O)c1ccc(N2CCOCC2)c(NC(=O)c2ccc3c(c2)OCO3)c1	18	6%	-3%	-7%	.	-1%
CCCCNC(=O)c1ccc(CS(=O)(=O)c2ccc(OC)cc2)o1	5	-32%	-2%	0%	2%	-5%
C=CCNCC#CCOc1ccc(OC)cc1	40	?	-17%	-5%	?	-2%
O=C(NCCCN=C1NS(=O)(=O)c2ccccc21)c1ccc(S(=O)(=O)N2CCOCC2)cc1	29	-21%	16%	-8%	6%	?
CCn1cnc2c1c(=O)n(CC(=O)Nc1ccc3c(c1)OC(F)(F)O3)c(=O)n2Cc1ccccc1	12	-7%	?	27%	2%	-7%
Clc1ccc(C2=CSC3=NCCN23)cc1Cl	105	-15%	-8%	-20%	-2%	-10%
COc1ccc(C2=NCCn3c2c2ccc(C(F)(F)F)cc2[n+]3[O-])cc1	-12	-1%	9%	22%	.	-5%

Rows were taken by chance. Share with any hit: about 9.9%.
